Bioassay records from PubChem BioAssay.
MgcRacGAP inhibition: MgcRacGAP GTPase-activating activity inhibitors, confirmation, biochemical, ADP Hunter fluorescence; MgcRacGAP-stimulated Rac1 GTP hydrolysis, ADP Hunter fluorescence; higher % means a stronger effect; GST-tagged Rac1 F28L mutant substrate; inhibition, % at 30 µM; hits with a dose series show IC50 in µM; 340,000 compounds, 0.6% hits; AID 624330, 2012;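 active means first-screen hits whose inhibition reached a set limit at any dose in the follow-up dose series; inconclusive means inhibition above the set first-screen limit but never retested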;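 further: fluorescence reports GDP produced by GAP-driven GTP hydrolysis; strong numbers were not always called active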
RSV antiviral HEp-2: RSV antiviral activity via CPE protection, HEp-2 cells, primary 10 µM value included (AID 2391) | HEp-2 cells, RSV-induced CPE inhibition; higher % means a stronger effect | CPE inhibition, % at 10 µM, or IC50 in µM where a hit was titrated | 310,000 compounds, 0.13% hits; in the data active means a potency from the dose series; inconclusive means CPE inhibition mostly from about 23% at the one dose, without a potency; inactive means the rest, 99 in 100 with CPE inhibition below about 21%; further: strong numbers were not always called active
GPR55 antagonists: GPR55 antagonists blocking LPI-driven arrestin recruitment, primary screen, imaging, U2OS, beta-arrestin-GFP, LPI agonist (AID 2013). U2OS GPR55 beta-arrestin-GFP translocation imaging, LPI antagonism; higher % means a stronger effect. one-dose inhibition, % at 10 µM; IC50 in µM for titrated hits. 290,000 compounds, 0.13% hits. G-protein coupled receptor 55 (Homo sapiens);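 active means spots per cell inhibited over 60%, with over 100 cells counted and total cytoplasm intensity under 500,000; inconclusive means wells with under 100 cells, flagged as likely toxic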;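 further: U2OS cells stably carrying GPR55 and arrestin-GFP stimulated by 5 µM LPI near EC80; imaged beta-arrestin-GFP aggregate spots per cell after agonist stimulation; plate controls were LPI-stimulated DMSO wells for no effect and DMSO wells without LPI for full effect; some results filed as inactive read as strong as hits; confirmed hits need IC50 under 10 µM and bright autofluorescent wells are also inconclusive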
Large T inhibition: SV40 large T antigen inhibitors, biochemical (AID 1903). inhibition, % at 20 µM; hits with a dose series show IC50 in µM. 310,000 compounds, 0.39% hits. SV40 large T antigen ATPase/helicase inhibition assay; higher % means a stronger effect; in the data active means a potency from the dose series; inconclusive means inhibition mostly from about 32% at the one dose, without a potency; inactive means the rest, 99 in 100 with inhibition below about 32%; further: strong numbers were not always called active
HIV fusion peptide: inhibitors of HIV fusion peptide binding, primary screen, biochemical, uHTS, fluorescence dequenching (AID 1986); cell-free peptide binding, fluorescence dequenching, 30 min; higher % means a stronger effect; inhibition, % at 20 µM, or IC50 in µM where a hit was titrated; 290,000 compounds, 0.3% hits; in the data active means inhibition mostly above about 52%, no sharp cut-off; inactive means mostly below about 76%; further: some results filed as inactive read as strong as hits
GPR35 antagonists: GPR35 antagonists blocking zaprinast-driven arrestin recruitment, primary screen, imaging, U2OS, beta-arrestin-GFP, zaprinast agonist (AID 2058); G-protein coupled receptor 35 (Homo sapiens); U2OS GPR35 beta-arrestin-GFP translocation imaging, zaprinast antagonism; higher % means a stronger effect; inhibition, % at 10 µM, or IC50 in µM where a hit was titrated; 290,000 compounds, 0.052% hits;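 active means inhibition of at least 50% with at least 30 cells and total cytoplasm GFP at most 10,000,000; inconclusive means under 30 cells or total GFP of 10,000,000 plus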
PhoP inhibition: inhibitors of PhoP regulon expression, primary screen, Salmonella Typhimurium, GFP reporter (AID 1863) | 300,000 compounds, 0.16% hits | one-dose inhibition, % at 50 µM; IC50 in µM for titrated hits | S. Typhimurium PhoP-regulated promoter GFP reporter, 4 h; higher % means a stronger effect;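 active means inhibition over 29.93%, a cutoff 3 SD above the screen mean, later confirmed by dose response; inconclusive means inhibition over 29.93% but no dose response follow-up; inactive means inhibition at most 29.93% or unconfirmed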;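 further: 0% = low Mg2+ inducing control and 100% = high Mg2+ repressing control; strong numbers were not always called active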
K1F lysis inhibition: inhibition of K1F phage lysis, E. coli UTI89, bacterial capsule biogenesis inhibitors, alamar blue (AID 488966) | E. coli UTI89 K1F phage lysis, alamar blue, 2 h; higher % means a stronger effect | 340,000 compounds, 0.02% hits | one-dose inhibition, % at 100 µM; IC50 in µM for titrated hits;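 active means phage lysis inhibition, versus mean bacterial control, above a set limit; inconclusive means no clear call, values can overlap the other calls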;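 further: capsule biogenesis inhibitors block K1F phage lysis so surviving cells raise fluorescence; higher fluorescence means more inhibition of phage lysis; actives were called in the ten point dose series up to 300 µM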
NS5 inhibitors: Dengue-2 NS5 methyltransferase inhibitors, primary screen, biochemical, confirmation dose response (AID 588689); one-dose inhibition, % at 25 µM; IC50 in µM for titrated hits; 340,000 compounds, 0.3% hits; Genome polyprotein (Dengue virus type 2 (strain 16681-PDK53)); Dengue-2 NS5 methyltransferase capping enzyme assay, biochemical; higher % means a stronger effect; in the data active means a potency from the dose series; inconclusive means inhibition above about 29% without an active follow-up result
NS5 inhibitors pilot replicate: further read-out of NS5 inhibitors, marked with its call; inhibition, %; measured here: pilot screen replicate inhibition
* hit, by the source's call; i = inactive; ? = inconclusive; / = no result given; [ ] = remark or other dose.

SMILES	MgcRacGAP inhibition	RSV antiviral HEp-2	GPR55 antagonists	Large T inhibition	HIV fusion peptide	GPR35 antagonists	PhoP inhibition	K1F lysis inhibition	NS5 inhibitors	others
Cc1ccc(C(=O)NN(CCC(=O)NC(C)(C)C)C2=NS(=O)(=O)c3ccccc32)cc1	4%	0.6%	4%	9%	0.7%	-2%	4%	2.7%	-1%
Cc1nc(N=C(N)N)nc2c(C)cccc12	3%	-1.9%	2%	28%	-2.9%	4%	-1%	-0.4%	-11%
CCOC(=O)Cn1c(=NC(=O)C(C)C)sc2c(C)cc(C)cc21	12%	1.3%	3%	14%	1.6%	5%	-1%	0.4%	6%
CC(/C=N/N1CCN(c2ccccc2)CC1)=C\c1ccccc1	0%	0.8%	9%	1%	-0.7%	9%	-6%	4.0%	-2%
COC(=O)C1=CN(Cc2ccc(OC)c(OC)c2)C=C(C(=O)OC)C1c1ccc(O)cc1	4%	0.6%	-3%	10%	-0.7%	11%	11%	0.0%	-1%
O=C(CNc1cccc2ccccc12)N/N=C/c1ccc([N+](=O)[O-])cc1	-1%	0.7%	3%	34%	16%	-5%	-4%	i	/
C#CCOc1c(Cl)cc(/C=C2/C(=O)ON=C2C)cc1OC	8%	0.5%	6%	4%	0.1%	8%	3%	-0.1%	20%
COc1cc(/C=C/C(=O)NC(=O)c2ccccc2O)ccc1OC(C)=O	8%	0.7%	15%	/	1.5%	-10%	/	>150µM*	0%
CCOc1cc(CN2CCSCC2)ccc1O	29%	-1.1%	11%	2%	0.4%	-1%	7%	-0.4%	-2%	NS5 inhibitors pilot replicate=-2.0
CC(=O)c1ccc(OCc2cc(C(=O)N3CCC[C@H]3CO)no2)cc1	-21%	0.9%	6%	-2%	1.0%	-6%	13%	1.2%	-3%
Cc1cccc(C(C)C)c1NC(=O)C(C)OC(=O)Cc1n[nH]c(=O)c2ccccc12 (configuration not stated)	3%	2.0%	/	11%	/	/	5%	1.2%[50 µM]	4%
CN1CCN(S(=O)(=O)c2ccc(N3CCc4ccccc4C3)nc2)CC1	3%	-1.1%	10%	10%	-2.3%	12%	2%	-0.5%	-5%
Cc1c(NC(=S)N/C(=N/S(=O)(=O)c2ccccc2)c2ccccc2)c(=O)n(-c2ccccc2)n1C	4%	-1.0%	-4%	11%	1.3%	-4%	1%	-0.4%	-8%
O=C(Nc1ccccc1)C(=O)c1cn(CC(=O)N2CCCCC2)c2ccccc12	6%	2.7%	-1%	13%	-1.8%	-2%	-12%	1.3%	-3%
COc1ccc(S(=O)(=O)N2CCCCC2C(=O)O)cc1OC (configuration not stated)	8%	1.3%	19%	-2%	-4.3%	-2%	-11%	1.3%	-8%
O=C(/C(C=Nc1cccc(C(F)(F)F)c1)=C(/O)c1ccco1)C(F)(F)F	3%	0.5%	14%	0%	2.3%	-11%	-8%	4.3%	-5%
Oc1ccccc1N1CCN(c2nc(-c3cccs3)nc3ccccc23)CC1	14%	?	-1%	11%	-1.8%	4%	/	0.5%	4%
O=C(CC1NCCNC1=O)Nc1ccc2c(c1)OCCO2 (configuration not stated)	8%	1.0%	-2%	1%	0.7%	-8%	-10%	2.7%	2%
CC(=O)c1ccccc1N(C(=O)c1ccco1)C(C(=O)NC1CCCC1)c1ccc(N2CCOCC2)cc1 (configuration not stated)	6%	1.8%	6%	-2%	-1.2%	9%	-1%	0.3%	-14%
CCOC(=O)C1CCN(C(=O)CS(=O)(=O)Cc2nc(-c3ccccc3Cl)oc2C)CC1	-6%	1.8%	-14%	6%	0.2%	20%	/	-1.7%	0%
CN(C)c1nnnn1-c1cccc(Oc2ncc(C(F)(F)F)cc2Cl)c1	7%	-0.6%	57%	-1%	0.7%	4%	0%	1.5%	-6%
N[C@@H](Cc1ccccc1)C(=O)N1CCC(C(=O)N[C@@H](CCC(=O)O)C(=O)O)CC1	4%	2.3%	6%	4%	-1.5%	-5%	0%	0.3%	-11%
Cc1nc2cc(-c3ccccc3)nn2c(C)c1CCC(=O)NCc1ccco1	16%	0.1%	4%	10%	-1.6%	14%	7%	-0.6%	-3%
OCCNCc1cccc(Br)c1	-10%	0.6%	-13%	6%	-0.6%	-7%	2%	-2.6%	-9%
O=C(Nc1ccc2c(c1)OCCO2)NC1CCCCC1	-1%	4.0%	1%	16%	3.1%	-20%	0%	2.8%	5%
CC(C)OC(=O)Cn1nc(C(c2ccccc2)c2ccccc2)oc1=O	4%	0.1%	8%	3%	-1.0%	12%	1%	-1.6%	-17%
O=C1c2ccc(-c3ccc4c(c3)C(=O)N(CCCO)C4=O)cc2C(=O)N1CCCO	9%	/	-2%	14%	-1.0%	-1%	-7%	-2.3%	10%
COc1cccc(CNC(=O)CNC(=O)c2cccs2)c1	0%	-0.2%	4%	4%	-0.2%	3%	10%	0.1%	-11%
O=S(=O)(NCCCO)c1ccc2c(c1)Cc1cc(S(=O)(=O)NCCCO)ccc1-2	10%	2.9%	11%	5%	30%	-1%	1%	-0.2%	5%
CCOC(=O)C(C)Sc1nc(C2CC2)cc(C(F)(F)F)c1C#N (configuration not stated)	8%	/	39%	11%	1.7%	4%	7%	-0.5%	-2%
Oc1ccc(C=Nc2ccccc2-c2nc3ccccc3[nH]2)cc1	12%	4.6%	-8%	20%	-2.3%	5%	-1%	0.7%[50 µM]	-3%
O=C1NCCN1CCNS(=O)(=O)c1ccc(F)cc1	1%	2.8%	-9%	4%	3.7%	1%	7%	2.9%	1%
CC1CCN(C(=O)CSc2nc(N)c3c4c(sc3n2)CN(C)CC4)CC1	12%	/	10%	-2%	14%	-12%	-1%	-0.8%	-9%
CCOC(=O)C(NC(=O)c1ccccc1)(N1CCCC1=O)C(F)(F)F (configuration not stated)	2%	1.4%	-6%	5%	18%	-10%	-2%	1.0%	1%
Cc1cc(N/N=C/c2ccccc2O)nc(N2CCOCC2)n1	9%	1.4%	5%	9%	-2.0%	-2%	-7%	-0.2%	-10%
Cc1ccc(S(=O)(=O)NC(Cc2ccccc2)C(=O)O)cc1 (configuration not stated)	6%	1.6%	4%	0%	-0.4%	-2%	-8%	-0.2%	0%
CC(NC(=O)CCSc1nc(-c2ccco2)cc(C(F)(F)F)n1)c1ccccc1 (configuration not stated)	7%	6.1%	19%	14%	3.2%	-2%	-1%	0.0%	-12%
CN1CCN(C(c2ccc(C(F)(F)F)cc2)c2cc(Cl)c3cccnc3c2O)CC1 (configuration not stated)	/	9.2%	-3%	2%	5.4%	14%	34µM*	/	/
Cc1ccc(OCC(=O)Nc2cccc(-c3nnc(-c4ccccc4)o3)c2)cc1	-7%	1.1%	21%	-4%	-0.4%	4%	8%	-1.4%	-9%
O=C(/C=C/c1ccc([N+](=O)[O-])s1)N1CCCC1	3%	0.5%	2%	10%	1.3%	-16%	-9%	0.1%	-14%
COc1cc([C@H]2c3[nH]c4ccccc4c3C[C@H]3C(=O)N4[C@@H](c5cc(OC)c(OC)c(OC)c5)c5[nH]c6ccccc6c5C[C@H]4C(=O)N23)cc(OC)c1OC	10%	61%	-2%	6%	0.9%	0%	7%	0.8%	-2%
O=c1nc(-c2ccccc2)c2cc(SC(F)F)ccc2[nH]1	2%	3.6%	13%	-9%	-2.2%	6%	10%	-0.5%	-6%
Cn1cnnc1SCC(=O)Nc1ccc(N2CCCCC2)cc1	14%	3.3%	/	/	/	/	/	0.9%[50 µM]	-1%
COc1ccc(NC(=O)Cn2nnc(C(=O)NCc3ccc4c(c3)OCO4)c2N)cc1	9%	1.3%	15%	5%	2.0%	-10%	8%	0.3%	0%
CSc1ccc(C(=O)C2CCCN(C(=O)c3nonc3C)C2)cc1 (configuration not stated)	7%	-1.0%	-4%	-10%	-1.6%	-8%	0%	0.1%[50 µM]	3%
CCC1CCCN1Cn1cnc2c([nH]c3ccc(OC)cc32)c1=O (configuration not stated)	15%	1.6%	5%	12%	-1.1%	10%	10%	0.1%	3%
Cc1ccc(N2CCN(/N=C/C3=C(N4CCOCC4)C(=C\c4ccccc4)/CC3)CC2)cc1	/	0.7%	-2%	11%	-0.1%	4%	-2%	/	/
CN(CC(=O)Nc1cccc(Cl)c1)S(=O)(=O)c1ccc2[nH]c(=O)oc2c1	1%	2.9%	1%	8%	2.5%	6%	-9%	0.1%	-2%
CN(CC(=O)Nc1ccc(F)c(F)c1F)C(=O)c1ccc(=O)[nH]c1	3%	0.6%	14%	3%	-0.1%	9%	2%	-0.3%	-5%
CCOC(=O)c1c(S(=O)(=O)NCC(=O)Nc2ccccc2)c(C)n(C)c1C	9%	0.6%	18%	7%	-1.5%	16%	4%	0.3%	2%
O=C(Nc1ccccn1)c1cccs1	9%	4.3%	-14%	7%	-0.2%	-2%	5%	-2.4%	-3%
CC(C)NC(=O)Cn1cc(C(=O)C2CC2)c2ccccc21	2%	1.6%	-2%	22%	0.0%	-11%	-9%	-0.2%	3%
CC1CC(C)CN(c2ccc(S(=O)(=O)N3CCOCC3)cc2)C1 (configuration not stated)	9%	3.5%	10%	1%	-0.4%	-4%	5%	0.0%	5%
CCOc1ccc(-n2nc3c(SCCN4CCCC4)nnc(C)c3c2C)cc1	10%	1.8%	19%	18%	8.7%	8%	13%	1.4%[50 µM]	-12%
COc1ccccc1/C=C/C(=O)NCC(=O)N/N=C(/C)c1ccco1	10%	0.6%	-6%	4%	-1.0%	-12%	1%	0.0%	-3%
Cc1cccc(C(=S)N2CCOCC2)n1	0%	2.1%	/	/	/	/	/	0.5%[50 µM]	7%
C=CCN1C(=S)N[C@@H]2CS(=O)(=O)C[C@@H]21	/	/	9%	10%	-2.1%	7%	-11%	/	/
Cc1ccc(CS(=O)(=O)CCC(=O)NCCc2ccccc2)cc1	/	1.0%	-7%	2%	-0.4%	-15%	2%	0.1%	-1%

Rows are unselected. Share with any hit: about 1.5%.
